# Compound activity (PubChem BioAssay)
# Giardia killer – Giardia lamblia killing | Giardia lamblia trophozoite viability | activity change, % at 7.66 µM, hits read low | 340,000 compounds, 0.15% hits; in the data active = activity change below about -80%; inconclusive = between about -30% and that limit;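 also: parasites exposed to compound for two days anaerobically before the ATP read; % is scaled to controls: 0 for no effect and ±100 for the full control effect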
#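 Trophozoites 100 cells/well + cpd; 48 hrs, 37 deg C, anaerobic. ATPLite 1-Step added, 15-30 min RT, luminescence read (ATP-based viability).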
# TSHR antag – human thyrotropin receptor antagonism; AID 504810; TSHR-expressing cells, TSH-stimulated cAMP HTRF, 2 h; hits give low values; activity change, negative = inhibition, % at 11.5 µM; P16473; 330,000 compounds, 0.2% hits;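 active = activity change below a set negative limit, meaning inhibition stronger than a set level, cut at about -70% in these data; inconclusive = activity change between two set negative limits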; also: % is scaled to controls: 0 for no effect and ±100 for the full control effect
# Target sequence (P16473 whole entry, looked up): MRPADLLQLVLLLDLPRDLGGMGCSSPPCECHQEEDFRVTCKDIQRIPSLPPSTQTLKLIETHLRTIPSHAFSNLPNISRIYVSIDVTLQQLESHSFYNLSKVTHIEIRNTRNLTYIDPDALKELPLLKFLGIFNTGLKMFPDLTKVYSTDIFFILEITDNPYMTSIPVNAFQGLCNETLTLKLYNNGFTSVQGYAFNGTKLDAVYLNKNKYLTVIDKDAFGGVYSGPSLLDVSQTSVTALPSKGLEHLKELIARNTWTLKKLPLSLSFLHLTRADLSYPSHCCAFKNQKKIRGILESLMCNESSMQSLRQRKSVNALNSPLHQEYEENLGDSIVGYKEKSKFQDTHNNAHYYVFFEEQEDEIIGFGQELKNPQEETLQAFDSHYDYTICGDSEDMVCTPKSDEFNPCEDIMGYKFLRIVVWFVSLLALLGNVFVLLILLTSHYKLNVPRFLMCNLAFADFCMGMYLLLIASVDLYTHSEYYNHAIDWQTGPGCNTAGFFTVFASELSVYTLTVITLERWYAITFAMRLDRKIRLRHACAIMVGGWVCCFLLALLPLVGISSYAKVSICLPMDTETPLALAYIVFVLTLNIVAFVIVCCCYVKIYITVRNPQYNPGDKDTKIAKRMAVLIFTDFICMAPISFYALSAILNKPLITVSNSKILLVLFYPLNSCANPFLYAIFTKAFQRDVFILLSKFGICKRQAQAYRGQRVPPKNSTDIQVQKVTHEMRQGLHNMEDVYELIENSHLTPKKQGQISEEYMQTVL
#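 TSHR-expressing cells, 200/well, pre-treated with compound, then stimulated with EC80 TSH (4nM final) for 2 hours at 37 deg C. cAMP measured by competitive HTRF: anti-cAMP cryptate antibody in lysis buffer plus cAMP-d2, read after 30 minutes at room temperature.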
# GALK inhibitor – blocks human galactokinase activity; P51570; Purified GALK, Kinase-Glo residual ATP luminescence; Potency, µM (highest dose often 57.5 µM), for inactives: at the top dose activity change, negative = inhibition, hits mostly inhibitors; 270,000 compounds, 0.007% hits; AID 1868; also: potency is read from the fitted curve at half-maximal effect; % is scaled to controls: 0 for no effect and ±100 for the full control effect
#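 Compounds were pin-transferred into ATP buffer (35 uM final), then GALK plus galactose (5 nM, 100 uM final) was added. After 1 h at room temperature, Kinase-Glo Plus was added and luminescence read after 10 min.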
# hERG WT inh – KCNH2 (human, wildtype) channel inhibition. AID 720551. U2OS, BacMam KCNH2, thallium flux FluxOr; hits give low values. 340,000 compounds, 0.37% hits. activity change, % at 1.84 µM. Q12809;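 active = maximum activity change below -70%; inconclusive = maximum activity change between -70% and -50%; inactive = maximum activity change above -50%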; also: % is scaled to controls: 0 for no effect and ±100 for the full control effect
#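 U2OS cells transduced with wild-type KCNH2 virus are loaded with FluxOr dye for 45 min, and thallium flux is measured in kinetic reads before and after stimulation buffer. Rate constants are normalized to DMSO controls.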
# TCR act – T cell receptor activation; primary human leukocytes, anti-CD3, IL-2 HTRF, 48 h; Potency, µM (titrated, usually from 9.22 µM), for the others: at the top dose activation of IL-2 secretion, hits mostly activators; 330,000 tested, under 10 active; also: % of control where 0% means no effect
#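 Human primary leukocytes + a-CD3 beads + cpd, 48 hr; IL-2 in supernatant by HTRF (ex 320nm / em 665nm). No co-stimulatory signal supplied.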
# A-T KAP1 phos – potential ataxia-telangiectasia treatments restoring KAP-1 phosphorylation; […] A-T fibroblasts, KAP-1 phosphorylation AlphaLISA; neocarzinostatin DNA damage 30 min before lysis; Potency, µM (highest dose often 57.5 µM), for the others: at the top dose activation, most hits filed as activators; 320,000 compounds, 0.19% hits; AID 485349; also: potency is read from the fitted curve at half-maximal effect; % of control where 0% means no effect; nearly all actives have a fitted effect of over 45% in size
#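 hTERT-immortalized A-T patient fibroblasts ([…]), 500 cells/well in OPTI-MEM, 1% FBS, got compounds for 60 min, then NCS for 30 min at 37C. Lysates were then assayed for phospho-KAP-1 by AlphaLISA (anti-pKAP1 donor, anti-KAP1 acceptor beads), 6 hr at 25C.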
# FBPA coupling cs – coupling enzyme interference in Giardia aldolase counter-screen; coupling enzyme system counterscreen, AmpLite Red fluorescence; AID 2472; activity change, negative = inhibition, % at 58.2 µM, hits read low; 290,000 compounds, 0.67% hits; in the data active = activity change below about -30%; also: % is scaled to controls: 0 for no effect and ±100 for the full control effect
#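 Final compound at 57.5 uM, incubated 10 min at RT with coupling enzyme reagent (glyceraldehyde-3-phosphate), then 20 min with substrate and AmpLite Red detection. Fluorescence read at 525/598 nm; tests interference with the coupling assay, not aldolase inhibition.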
# CXXC DNA block – MLL CXXC-DNA interaction inhibition; Q03164; MLL-CXXC / FITC-HOXA9 DNA fluorescence polarization; Potency, µM (titrated, usually from 115 µM), inactives show top-dose activity change, negative = inhibition, usual class: inhibitors; 290,000 compounds, 0.037% hits; AID 2662; active = well fitted inhibition curve with a large enough effect in the polarisation, with a control signal flat, not every such curve was filed as active; inconclusive = small, poorly fitted or top-dose-only effect, or effect the other way, or a change in a side signal; inactive = no such curve, though single readings can be large or run the other way; the % refers to the polarisation; also: potency is read from the fitted curve at half-maximal effect
#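 Fluorescence polarization: 7 uM MLL-CXXC (stock) preincubated 5 min with compounds, then 50 nM fluorescein-HOX-A9 DNA (stock) added; 30 min ambient. Buffer 50 mM Tris-HCl pH 7.5, 50 mM NaCl, 1 mM DTT, 0.05% BSA.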
# Chronic BCR inh – chronic active BCR signaling inhibition; ABC-DLBCL IkBa-CBG/CBR reporter, luminescence ratio, 4 h; Potency, µM (highest dose often 46.1 µM), for the others: at the top dose ratio change, negative = lower green/red ratio, hits mostly inhibitors; 340,000 compounds, 0.05% hits; AID 493014; active = well fitted inhibition curve with a large enough effect in the signal ratio, with a control signal flat, not every such curve was filed as active; inconclusive = small, poorly fitted or top-dose-only effect, or effect the other way, or a change in a side signal; the % refers to the signal ratio;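 also: potency is read from the fitted curve at half-maximal effect; plate controls were basal doxycycline-induced cells for no effect and cells given 10 µM MG132 for full effect; MG132 reads +100%, hits lower the ratio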
#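 TMD8 human ABC-DLBCL cells with doxycycline-inducible IκBα–green luciferase fusion and unfused red luciferase, in 0.5% FBS medium; compounds up to 46 uM, 4 h at 37C. Green/red luminescence ratio, filter-overlap corrected, fitted to concentration-response curves.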
# Tb PFK inh – blocks T. brucei phosphofructokinase | O15648 | T. brucei PFK, ADP-Glo luminescence | Potency, µM (titrated, usually from 57.5 µM), for inactives: at the highest dose activity, negative = inhibition, most hits filed as inhibitors | 330,000 compounds, 0.17% hits | AID 485367;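 also: potency is read from the fitted curve at half-maximal effect; 0% = uninhibited 1x PFK enzyme wells and -100% = no-enzyme wells; nearly all actives have a fitted effect of over 60% in size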
#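 PFK 1.25 nM, F6P 0.5 mM, ATP 0.1 mM, 0.1 M TEA pH 8.0, 5 mM MgCl2, 0.01% Tween20, 0.1% BSA; 45 min RT. ADP-Glo readout. qHTS titration up to 57 uM; curves fitted, compounds curve-classed.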
# Starred values were filed as active, the others as inactive; i = inactive; ? = inconclusive; . = not tested or not shown; & = joins results of further samples; [ ] = dose if it differs, or a comment. Unless noted, calls follow the shape of the dose curve; as a rule, active = well fitted curve in the direction sought with a large enough effect; inconclusive = small, poorly fitted or top-dose-only effect, or another doubt; inactive = no such curve, though single readings can be large; an effect the other way counts as inactive or inconclusive. An unsorted share of the library; about 1.6% have a hit in one of these screens.
SMILES,Giardia killer,TSHR antag,GALK inhibitor,hERG WT inh,TCR act,A-T KAP1 phos,FBPA coupling cs,CXXC DNA block,Chronic BCR inh,Tb PFK inh
CC(=O)c1c(C)[nH]c(C(=O)O)c1C,3,-1,0%,2,2%,2%,2,4%,13%,0%
CCN(CC)S(=O)(=O)c1ccc(C(=O)OCC(=O)NCc2ccco2)cc1,-19,-7,-1%,0,10%,-6%,-1,-4%,1%,?
COC(=O)C1=CN(c2cccc(Cl)c2)C=C(C(=O)OC)C1c1cccc(OC)c1,-24,-9,4%,4,-1%,11%,1,0%,-1%,2%
Cc1ccccc1-c1nc(-c2ccc(Br)o2)no1,20,-9,2%,-5,1%,10%,0,4%,?,1%
O=C(NCCOc1cccc2cccnc12)c1cccs1,-1,-3,8%,6,2%,-2%,2,18%,-2%,2%
C=CCNC(=O)C(C)Sc1ccc(Cl)cc1 (stereo not drawn),-16,-4,0%,-3,3%,3%,1,6%,6%,-4%
CCN(CC)CCn1nc(C)nc1-c1ccccc1O,-10,.,1%,22,3%,7%,-2,7%,1%,4%
COc1ccc(NC(=O)/C(Cl)=C(/Cl)S(=O)(=O)Cc2ccccc2)cn1,2,?,-3%,-8,2%,-6%,0,11%,?,0%
CCCCC(=O)Nc1cccc(-c2nnc(-c3ccccc3)o2)c1,-10,-11,-3%,-5,.,11%,-1,11%,-19%,-1%
CC(C)(C)CC(C)(C)N1CNC(=S)NC1,-22,4,-2%,4,0%,-2%,1,9%,2%,1%
COC(=O)c1c(C)[nH]c(C(=O)/C=C/c2ccc(Cl)cc2)c1C,-19,-3,-3%,-1,0%[46.1 µM],2%,-1,26%,1%,5%
CC1Cc2ccccc2N1C(=O)COC(=O)c1cc(Br)ccc1O (stereo not drawn),-18,-35,.,-1,-2%,-1%,.,.,3%,-3%
O=C(CN1C(=O)NC2(CCCC2)C1=O)Nc1nc(-c2ccccc2)cs1,0,-4,.,0,6%,5%,.,.,3%,-3%
CC(=O)Nc1ccc(S(=O)(=O)NCCC(=O)OCc2nnc(-c3ccccc3)o2)cc1,9,-3,.,-2,4%,8%,.,.,?,-11%
CCC(Oc1ccccc1)C(=O)Nc1cc(C)on1 (stereo not drawn),22,4,0%,-3,-7%,-3%,1,-2%,12%,-4%
O=C(O)/C=C\C(=O)Nc1ccc(N2CCN(c3ccc(Cl)cc3)CC2)cc1,2,-2,-2%,i,3%,-1%,-2,2%,?,-12%
CCN(N=Nc1cccc([N+](=O)[O-])c1)c1cccc([N+](=O)[O-])c1,-8,-26,1%,19,6%,2%,0,3%,?,5%
C[C@H](NC(=O)Nc1cccc(Br)c1)C(=O)O,-8,-4,-2%,-9,9%,12%,6,-6%,0%,7%
COc1ccc(CCn2c(O)c(C3=c4ccccc4=NC3=O)sc2=S)cc1OC,-2,-1,5%,0,.,-6%,-2,-5%,2%,4%
CCC(=O)N1c2ccc(C)cc2C2=NNC(=S)NC21O (stereo not drawn),9,-12,-3%,5,0%,-1%,-2,0%,17%,4%
O=S(=O)(c1ccc(C2CCCCC2)cc1)N1CCCC1,9,-14,-1%,-1,0%,9%,1,7%,?,5%
O=C(/C=C/c1ccc(F)cc1)N1CCN(c2ncccn2)CC1,-5,-1,0%,5,-2%,2%,7,-4%,-6%,0%
C[C@@H]1CN([C@H](C)CO)C(=O)c2cccc(NC(=O)Nc3ccc(F)cc3)c2O[C@H]1CN(C)C(=O)Nc1ccc(C(F)(F)F)cc1,43[activator],-8,.,-1,0%,-5%,.,.,?,3%
Cc1ccccc1C(=O)N1CCC(C(=O)NCCc2ccc(S(N)(=O)=O)cc2)CC1,-9,4,-2%,2,-5%,-5%,1,1%,0%,0%
CCCCCCN(C(=O)CCCCCN1C(=O)NC(c2ccc(-c3ccccc3)cc2)C(C(=O)OCc2ccccc2)=C1C)C(C(=O)NCCCC)c1cccc(C(=O)OC)c1 (stereo not drawn),.,0,-2%,.,.,45%,3&1,-3%,-1%,-1%
# More structures follow:
SMILES,Giardia killer,TSHR antag,GALK inhibitor,hERG WT inh,TCR act,A-T KAP1 phos,FBPA coupling cs,CXXC DNA block,Chronic BCR inh,Tb PFK inh
O=[N+]([O-])c1cc(O)c2ncccc2c1,1,-7,6%,2,1%,1%,-28,8%,?,-28%
COc1cc(NC(=O)Nc2c(C)n(C)n(-c3ccccc3)c2=O)cc(OC)c1OC,6,2,-2%,-4,-2%,7%,0,0%,-6%,3%
Cc1ccccc1NC1=NC(=S)N(CC(N)=O)C12CCOC(C)(C)C2 (stereo not drawn),0,0,.,-7,-2%,-11%,2,-11%,-1%,2%
O=C(COc1ccc(Br)cc1)Nc1ccc2c(c1)C(=O)NC2=O,-2,12,2%,-1,5%,0%[11.5 µM],-1,-1%,-15%,-3%
CCC(=N\NC(=O)COc1ccccc1OC)/C(CC)=N/NC(=O)COc1ccccc1OC,33[activator],5,.,7,-4%,-4%,.,.,-4%,-17%
CC(=O)c1cccc(NC(=O)NC2CCCc3ccccc32)c1 (stereo not drawn),10,-6,-2%,2,3%,1%,1,-10%,?,-3%
COc1ccc(N2C(=O)c3ccccc3NC23CCC(C)CC3)cc1 (stereo not drawn),-14,3,0%,11,8%,-2%,3,-7%,1%,-4%
Cc1ccc(C(=O)N2CCN(c3ccc(NC(=O)c4cccs4)cc3)CC2)cc1,-10,-11,2%,23,2%,3%,.,-1%,5%,-7%
COc1ccc(C2NC(=O)NC(C)=C2C(=O)OC2CCCC(C)C2)cc1 (stereo not drawn),12,-12,2%,-4,.,-4%,0,3%,?,0%
NC(=NCc1ccco1)NC(=O)c1ccccc1,-5,-1,2%,-15,-8%,8%,0,-10%,-9%,1%
O=C1C=C(c2ccc(-c3ccccc3)c(F)c2)C[C@@H](c2ccc(Cl)cc2)C1,-4,12,.,-14,0%,-8%,.,.,2%,0%
CCn1c(SCC(=O)N2CCc3ccccc32)nnc1-c1c[nH]c2ccccc12,-17,1,-2%,1,0%,4%,1,25%,?,-3%
CCOc1ccc(NC(=O)CN(C)C(=O)CCCc2nc3ccccc3c(=O)[nH]2)cc1OCC,-3,6,.,4,-4%,-7%,.,.,4%,1%
O=C(NCCCNC(=O)C(F)(F)C(F)F)C(F)(F)C(F)F,0,-6,-1%,-10,-2%,-5%,-1,1%,3%,0%
COc1ccc(C(=O)Cn2nnc(-c3ccccc3NC(=O)C3CC3)n2)cc1,10,-7,-1%,1,-6%,6%,-1,3%,-1%,-6%
COc1cc(OC)cc(C(=O)Nc2ncc3c(n2)CC(C)(C)CC3=O)c1,-5,-4,8%,-4,-3%,0%,2,8%,?,-3%
CCCOC1CCCN(C(=O)CCCn2nnnc2CN2CCOCC2)C1 (stereo not drawn),26,31,6%,-25,-17%,9%,2,10%,1%,0%
Cc1cc(C)c(C)c(S(=O)(=O)Nc2ccccc2C(=O)NCCCn2ccnc2)c1C,9,25,0%,-2,8%,-2%,-3,10%,19%,1%
CCCc1cc(=O)oc2cc(OCC(=O)NCCCN3CCCC3=O)ccc12,16,1,1%,1,-4%,6%,.,27%,?,1%
COc1ccc(C(=O)C2CCCN(C(=O)c3cccnc3OC)C2)cc1F (stereo not drawn),12,10,6%,-10,0%,18%,0,-4%,7%,-8%
COc1ccc(Cl)cc1NC(=O)CSc1nc(C)cc(C)n1,1,-17,10%,16,4%,-3%,3,-20%,?,0%
CC(C)n1nc(C(=O)Nc2ccc(-n3cnnn3)cc2)c2ccccc2c1=O,10,-7,.,-1,-7%[46.1 µM],7%,.,.,?,2%
CC(=O)Nc1ccc(NC(=O)CCS(=O)(=O)c2ccc3c(c2)oc(=O)n3C)cc1,-21,0,2%,-8,-5%,11%,.,6%,4%,6%
COc1ccc(NC(=O)CSc2nnc(Cc3ccccc3)c(=O)n2N)c(OC)c1,12,17,.,7,-3%,-1%,.,.,?,?
COc1cccc(NC(=O)c2ccccc2-c2nc(-c3ccccc3)no2)c1,8,-12,1%,4,-2%,6%,0,1%,-3%,6%
CCCCn1c(N)c(N(CCOC)C(=O)COC(=O)COc2c(C)cc(C)cc2C)c(=O)[nH]c1=O,-4,6,.,-9,-6%,-2%,.,.,-2%,-1%
O=C(Nc1cccc(F)c1)N1CCCC(CNS(=O)(=O)Cc2ccccc2)C1 (stereo not drawn),3,1,5%,-15,2%,4%,-1,-7%,24%,-4%
CCc1ccc(OCC(=O)N/N=C(\C)c2ccc(-n3ccnc3)cc2)cc1,-2,10,-1%,2,2%[46.1 µM],2%,3,13%,0%,-5%
